From PubChem BioAssay
Calpain2 inh: blocks pig calpain II enzyme activity. purified calpain II, fluorogenic peptide substrate, 30 min. inhibition, % at 16 µM. 220,000 compounds, 0.37% hits;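 active = inhibition above about 50%, limit read from the data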
KLK5 inh: kallikrein 5 (human) inhibition | Q9Y337 | recombinant hK5, fluorogenic AMC substrate cleavage | inhibition, % at 5 µM | 210,000 compounds, 0.59% hits;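 active = inhibition of 40% or more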;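 also: 0% = enzyme controls without compound and 100% = no-enzyme blanks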
Cl transport mod: modulates chloride dependent transport by human KCC2. Q9H2X9. KCC2 cells, thallium flux FluoZin-2 fluorescence. B-score of Tl+ flux slope (higher = more flux/activation; lower = inhibition) at 10 µM. 190,000 compounds, 2.2% hits. AID 1456;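 active = thallium flux slope and its plate-corrected score both differing from the plate sample mean at a set confidence after two filtering rounds, in either direction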;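 also: slope of fluorescence scaled to starting intensity during 10 to 20 s after thallium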
PERK inhibitor: inhibitors of human PERK kinase | CHO PERK-DD fusion, SEAP luminescence translation reporter | inhibition, % at 5.6 µM | 220,000 compounds, 0.17% hits | AID 1416;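 active = inhibition above the mean inhibition of all tested compounds plus 3 SD, set separately per screening campaign, cut at about 2.9% in these data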;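 also: PERK kinase domain activated by AP20187 dimerizer at 100 nM; 0% = DMSO with dimerizer and 100% = rapamycin at 8.4 µM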
FXIa inh: blocks human coagulation factor XIa protease activity | P03951 | purified FXIa, Boc-Glu-Ala-Arg-AMC fluorogenic substrate | inhibition, % at 5 µM | 220,000 compounds, 0.14% hits;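 active = inhibition of at least 40%; inactive = inhibition below 40%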;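 also: fluorescence of freed AMC excited at 355 nm; 0% = enzyme without compound and 100% = no enzyme blank; many of its hits are not listed in these tables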
Furin inhibitor: human furin inhibition. inhibition, % at 30 µM. P09958. 220,000 compounds, 0.061% hits. purified furin, fluorogenic substrate cleavage. AID 463115; in the data active = inhibition above about 25%; also: inactives centre near -15
thrombin 1536: inhibitors of human thrombin. P00734. 220,000 compounds, 0.26% hits. inhibition, % at 5 µM. alpha-thrombin, Boc-VPR-AMC fluorogenic substrate cleavage. AID 1046;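 active = inhibition at or above 40%; inactive = inhibition below 40%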;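 also: 0% = enzyme with no compound and 100% = wells without enzyme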
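Assay system: human alpha-thrombin enzyme. Reagent: Boc-VPR-AMC substrate, 15 µM final. Compound dosing: one concentration per compound, 5 µM, with 0.2% DMSO. Incubation: room-temperature reaction. Technique: AMC fluorescence, 355/460 nm. Measure: % inhibition relative to enzyme controls and enzyme-free blanks.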
Rad51 HR inh: Rad51 (human) homologous recombination inhibition; AID 1385; Q06609; inhibition, % at 10 µM; hRad51 DNA strand exchange, fluorescence dequenching; 200,000 compounds, 0.085% hits;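 active = inhibition above 40% at the single screening dose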;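 also: 0% = DMSO control wells and 100% = blanks with heterologous ssDNA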
Target sequence (Q06609 whole entry, looked up): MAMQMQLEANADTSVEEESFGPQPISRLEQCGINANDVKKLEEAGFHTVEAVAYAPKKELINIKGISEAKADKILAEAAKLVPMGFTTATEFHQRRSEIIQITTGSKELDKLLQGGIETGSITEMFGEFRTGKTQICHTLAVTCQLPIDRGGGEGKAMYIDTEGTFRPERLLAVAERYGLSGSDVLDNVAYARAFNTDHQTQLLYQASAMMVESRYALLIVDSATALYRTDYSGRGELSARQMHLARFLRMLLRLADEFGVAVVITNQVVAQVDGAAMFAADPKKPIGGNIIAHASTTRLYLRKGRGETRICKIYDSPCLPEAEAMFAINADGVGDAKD
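Test system: preformed human Rad51 ssDNA filaments. Compound dosing: single dose, 10 µM final compound. Incubation: filaments 15 min 37 °C, then compound 30 min. Technique: FRET fluorescence dequenching, excitation 485 nm, emission 520 nm. Read-out basis: percent inhibition from fluorescence, normalised to plate control and blank means. Benchmarks: plate controls and plate blanks.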
FXIIa inh: inhibitors of human coagulation factor XIIa; P00748; purified FXIIa, Boc-QGR-AMC fluorogenic substrate, 2 h; inhibition, % at 5 µM; 220,000 compounds, 0.3% hits; AID 800; in the data active = inhibition above about 40%;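 also: 0% = enzyme with no compound and 100% = blank without enzyme; many of its hits are not listed in these tables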
Target sequence (P00748 20-372 limits assumed): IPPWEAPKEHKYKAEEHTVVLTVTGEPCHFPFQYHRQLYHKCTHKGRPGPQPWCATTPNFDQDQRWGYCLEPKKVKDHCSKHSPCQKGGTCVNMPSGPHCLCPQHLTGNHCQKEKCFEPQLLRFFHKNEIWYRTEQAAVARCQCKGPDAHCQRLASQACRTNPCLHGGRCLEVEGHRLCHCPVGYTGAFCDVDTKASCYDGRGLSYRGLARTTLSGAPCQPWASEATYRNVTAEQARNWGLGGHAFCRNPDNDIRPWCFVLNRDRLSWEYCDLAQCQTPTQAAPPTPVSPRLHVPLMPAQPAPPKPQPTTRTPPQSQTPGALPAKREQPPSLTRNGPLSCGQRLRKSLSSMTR
Target sequence (P00748 373-615 limits assumed): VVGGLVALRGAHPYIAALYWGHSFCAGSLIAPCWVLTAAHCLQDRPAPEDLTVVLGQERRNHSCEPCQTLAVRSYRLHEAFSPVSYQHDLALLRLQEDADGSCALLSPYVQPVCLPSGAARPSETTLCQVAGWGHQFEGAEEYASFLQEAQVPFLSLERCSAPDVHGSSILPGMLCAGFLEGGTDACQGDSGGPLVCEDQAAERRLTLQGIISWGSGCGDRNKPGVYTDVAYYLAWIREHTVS
Starred values were filed as active, the others as inactive; i = inactive; . = not tested or not shown; [ ] = another dose, or the depositor's remark.

cpd	SMILES	FXIIa inh	Cl transport mod	Furin inhibitor	Calpain2 inh	thrombin 1536	KLK5 inh	PERK inhibitor	Rad51 HR inh	FXIa inh
1	O=[N+]([O-])c1cccc(C(=S)N2CCN(c3ccccc3F)CC2)c1	0	-1.6	-14	42	-4	-14	1.2	-16	-6
2	Cc1oc(-c2ccccc2F)nc1CS(=O)(=O)CC(=O)NCCCN(C)C1CCCCC1	2	-0.28	-13	24	-3	22	0.5	4	-9
3	CCCCC(=O)Nc1ccc(C(=O)NNC(=S)NC(=O)c2ccco2)cc1	.	7.2*	-12	0	2	-13	-0.7	6	-3
4	O=C(CCCc1c[nH]c2ccccc12)NCc1ccc2c(c1)OCO2	9	-4.5*	-14[20 µM]	23	-7	-1	-0.6	.	-17
5	O=C(Nc1cc(S(=O)(=O)Nc2ccc(Cl)cc2)ccc1N1CCCCC1)c1ccc(F)cc1Cl	9	0	-28	-45	-2	-12	-0.7	2	3
6	COCCn1c(SCC(=O)N(C(C)C)C(C)C)nnc1-c1cc2ccccc2cc1O	15	.	-4	-24	23	32	-0.8	-4	2
7	O=[N+]([O-])c1ccc2c(c1Nc1ccccc1Cl)=NC1(CCCCC1)N=2	12	0.13	-16	23	4	-2	-0.4	9	3
8	COc1ccc(C(=O)NCC(c2cccnc2)N2CCN(c3ccccc3)CC2)cc1OC (stereo not drawn)	15	0.11	-28	-2	-2	-4	-1.4	3	7
9	Cc1ccc2c(c1)[nH]c1c(=O)n(Cc3ccccn3)cnc12	6	0.11	-13	-21	0	-5	-1.1	9	0
10	Cc1ccc(C)c(NC(=S)N(Cc2ccco2)C(C)c2cccs2)c1 (stereo not drawn)	13	-1.1	-7	23	4	-10	0.9	38	-2
11	O=C(Nc1ccn(-c2ccccc2)n1)c1ccc(Cl)cc1	16	-3.2	-13	13	1	-7	1.3	.	12
12	Cc1nn(-c2ccccc2)c(N2CCCC2)c1/C=N/NC(=O)c1cc2ccccc2cc1O	1	-1.4	-18	-136	6	-2	0.6	-20	2
13	O=C(NCc1ccccn1)C1CCC(=O)N1C1CCCC1 (stereo not drawn)	.	-0.068	-31	.	.	.	1.7	7	.
14	O=C(O)CCC(=O)Nc1ccc(F)cc1	8	.	-31[20 µM]	-13	-4	-2	0.6	4	-1
15	CN(c1ccccc1C(=O)Nc1ccc(S(=O)(=O)N2CCCC2)cc1)S(C)(=O)=O	12	-0.17	-21[20 µM]	-2	-1	3	-0.1	.	1
16	CC(C)(C)C(=O)Nc1ccc2c(c1)-c1cc(NC(=O)C(C)(C)C)ccc1C2	0	.	-22[20 µM]	-9	-1	-15	0.3	-3	-8
17	CCOc1ccc(C2C(C(=O)c3ccco3)=C(O)C(=O)N2Cc2cccnc2)cc1 (stereo not drawn)	-1	-0.32	-2[20 µM]	-70	-1	-24	-1.4	0	-20
18	CCN1CC(CN(C)Cc2nc(-c3ccc(C(F)(F)F)cc3)no2)CC1=O (stereo not drawn)	11	-0.58	-23	-31	-3	3	-0.2	2	-1
19	CN1/C(=C/C=C(C#N)C#N)C=Cc2ccccc21	11	-0.7	-12	20	-2	5	1.2	.	6
20	COC(=O)Nc1ccc(S(=O)(=O)N2CCCCC2C(=O)NCc2ccco2)cc1 (stereo not drawn)	9	-0.27	-16[20 µM]	-3	-2	7	-0.7	-3	12
21	O=C(c1ccc(N2CCN(S(=O)(=O)c3ccccc3)CC2)c([N+](=O)[O-])c1)N1CCOCC1	8	-0.011	-17	6	-8	-8	0.0	3	7
22	CCN(c1ccccc1)c1nc(C#N)nc(N(CC)c2ccccc2)n1	10	.	-20	-1	1	0	0.5	13	0
23	C=CCNc1nc(Nc2ccc([N+](=O)[O-])cc2)nc(N2CCCC2)n1	15	-1.2	-10	-11	7	1	1.9	17	3
24	CC(=O)Nc1nc(CC(C)C)cc2c1c(=O)oc1ccccc12	23	-0.19	-7[20 µM]	-25	-5	-21	1.1	1	20
25	CCCc1nc2scc(-c3ccccc3)c2c(=O)n1N	26	-0.73	-14[20 µM]	7	17	14	0.9	.	14
26	COc1ccccc1NC(=O)N1CCN(c2ccc3nncn3n2)CC1	12	0.23	-27	-1	2	5	1.3	.	3
27	Cc1noc(C)c1C(=O)OCC(=O)Nc1cccc(S(=O)(=O)N(C)C)c1	6	-0.42	-6	-6	-5	-26	0.1	-1	-2
28	CC1SCC(=O)N(CC(=O)Nc2ccc3c(c2)OCO3)C1=O (stereo not drawn)	1	1.5	-7	2	-7	-4	0.4	-1	-4
29	Cc1cc(C)n(-c2nc3ccccc3nc2N2CCN(C(=O)c3ccc(F)cc3)CC2)n1	14	.	-10[20 µM]	-27	8	5	-0.8	1	3
30	CC(=O)c1cccc(NC(=S)NC(=O)c2ccccc2C)c1	4	2.7	-17	25	1	6	-0.3	-6	-4
31	O=C1c2ccccc2C(=O)c2c1cccc2N1CCN(Cc2ccccc2)CC1	21	-0.31	-15[20 µM]	-6	0	-1	-1.3	-8	5
32	O=S(=O)(c1ccc(Cl)cc1)N1CCCC(C(F)(F)F)C1 (stereo not drawn)	7	-0.42	-21	16	-2	0	1.2	9	-1
33	COc1ccccc1N1CCN(S(=O)(=O)/C=C/c2ccccc2)CC1	11	0.58	-11[20 µM]	-4	1	-13	-0.6	1	-5
34	CCOC(=O)N1CCC(N2C(=O)c3ccccc3C2Nc2cc(Cl)c(OC)cc2OC)CC1 (stereo not drawn)	2	-0.0092	-9	-6	5	0	-1.1	2	-3
35	COc1cc(NC(=S)NC(C)(C)C)c(OC)cc1Cl	4	-0.19	-19	24	-7	-1	0.0	2	-3
36	COc1ccc(Cn2cnc([N+](=O)[O-])c2)cc1[N+](=O)[O-]	7	-0.29	-25	-3	3	2	3.1*	15	-2
37	CC(=O)Nc1ccc(S(=O)(=O)Nc2ccc(C(=O)NCC(=O)O)cc2)cc1	6	0.11	-8	-17	-2	0	0.1	9	3
38	C(=C\c1ccccc1)/C=N/Nc1nc2ccccc2s1	1	0.15	-15[20 µM]	-7	-4	-16	1.1	-8	-8
39	CC(C)(C)C1=Nn2c(nnc2-c2ccccn2)SC1	16	0.25	-26	-1	6	-16	1.2	-5	4
40	COc1cc(OC)cc(C(=O)N[C@H](C(=O)OCC(=O)Nc2ccc(C(N)=O)cc2)C(C)C)c1	-4	1.2	1	32	-7	-10	-0.6	-16	-9
41	Cc1ccc(NC(=O)NCCc2ccc(S(N)(=O)=O)cc2)cc1	9	.	-22	-30	-5	-7	-0.1	0	-2
42	CCOC(=O)CSc1nc2ccccc2c(=O)n1C	9	0.26	-12[20 µM]	-14	2	-26	0.8	5	1
43	COCCn1c(SCC(=O)Nc2cc(C(C)(C)C)nn2-c2ccccc2)nnc1-c1ccncc1	-5	0.57	-23	15	-11	-9	-0.3	1	-10
44	Cc1cc(C)c(C(=O)/C=C/c2ccco2)c(=O)[nH]1	3	-0.15	-2	-2	1	-8	1.2	-4	-4
45	Cc1ccc(S(=O)(=O)NCC2CCC(C(=O)NCc3ccccn3)CC2)cc1 (stereo not drawn)	5	1.2	-22	-4	-2	-8	0.9	3	-3
46	C=CCNC(=O)/C(=C\C=C\c1ccccc1)NC(=O)c1ccccc1Cl	0	-2.3	12	25	-9	-4	-1.1	3	-8
47	CCCCCC(=O)NC(=S)Nc1ccc(NC(=O)c2ccco2)cc1	-5	0.52	0	25	-5	1	-2.0	12	-9
48	O=C(Nc1ccccc1F)c1cc2nc(C(F)F)cc(C(F)F)n2n1	1	0.045	-16[20 µM]	-49	-1	-6	0.0	0	-3
49	COc1ccc(O)c(C=Nc2cc(NC(C)=O)c(Cl)cc2Cl)c1	22	0.89	-18	16	1	-22	1.6	0	21
50	COc1cccc(NC(=O)C2CC2(c2cccc(OC)c2)c2cccc(OC)c2)c1 (stereo not drawn)	11	-0.4	-29	19	1	-17	-0.3	-1	6
51	O=C(COC(=O)CC1c2ccccc2CCN1S(=O)(=O)c1ccc(F)cc1)Nc1ccccc1 (stereo not drawn)	7	-0.62	-12	15	-1	-4	-0.5	7	6
52	O=C(NCCc1ccccc1)C(=O)NC1CCCCC1	11	-1.4	-16[20 µM]	11	0	-15	2.0	8	16
53	COc1cccc(CN2CCNC(=O)C2CC(=O)NCc2cn3ccccc3n2)c1OC (stereo not drawn)	7	.	-22	-27	1	.	3.0*	14	1
54	CCC(C)C(=O)OCC1(c2ccc(C)cc2OC(=O)C(C)C)CO1 (stereo not drawn)	2	-0.13	-18	20	0	0	.	0	0
55	CC(C)=CC(=O)OCC(=O)Nc1ccccc1Cl	12	0.39	-16	-7	2	-10	-1.0	-2	-9
56	CCOC(=O)c1cnc(/N=C/N(C)C)s1	2	0.34	2	34	2	-9	1.3	4	-2
57	COc1ccccc1C(=O)NCCc1c(C)[nH]c2c(C)ccc(F)c12	16	0.76	-9	13	1	.	0.7	.	12
58	Cc1nn2c(-c3ccccn3)ccnc2c1Cl	5	-0.28	-16	18	-5	-3	0.4	4	-3
59	Fc1cccc2sc(Nc3nc4c(F)cccc4s3)nc12	-3	18*	-6	-30	-14	-106	0.6	10	-2
60	CCCn1c(SCc2cc(=O)oc3ccc4ccccc4c23)n[nH]c1=O	17	-0.31	-28	-46	-6	-3	0.1	i	16
61	O=C(CC1CCCCC1)NCc1ccco1	0	0.13	-7	-19	-10	.	0.9	.	-6

An excerpt from above with just Furin inhibitor and Calpain2 inh.
nr | Structure | Furin inhibitor | Calpain2 inh
53 | COc1cccc(CN2CCNC(=O)C2CC(=O)NCc2cn3ccccc3n2)c1OC (stereo not drawn) | -22 | -27
14 | O=C(O)CCC(=O)Nc1ccc(F)cc1 | -31[20 µM] | -13

Some of the compounds tested; rates above refer to the full screens.
